# Source: PubChem
# Peg3 imprint: inducers of genomic imprint erasure in mouse ES cells; mouse ES Peg3-LacZ reporter, beta-gal luminescence, 40 h; Potency, µM (titrated, usually from 60.7 µM), for the others: at the top dose activity change, positive = activation, actives largely listed as activators; hit rate 0.02% among 110,000;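 further: 0% = negative control wells on the plate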
#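 Each well holds 300 Peg3LacZ-Neo (maternal) female ES cells incubated 40 h at 37C, 5% CO2. LacZ is measured by BetaGlo luminescence, with AC50 and maximum efficacy derived from dose-response curves.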
# p53ts 39C kill: cytotoxicity in p53ts cells at nonpermissive temperature; H1299-p53A138V viability at 39C, ATP luminescence, 24 h; hit rate 1.5% among 130,000; AID 902; Potency, µM (series often up to 46.1 µM), for the others: top-dose activity change, negative = cell killing, most hits filed as cytotoxic; further: nearly all actives have a fitted effect of over 55% in size
# p53ts 32C kill: cytotoxicity in p53ts cells at permissive temperature. H1299-p53A138V at 32C, ATP luminescence viability, 24 h. Potency, µM (top dose mostly 46.1 µM), for the others: at the top dose activity change, negative = cytotoxicity, hits mostly cytotoxic. hit rate 0.93% among 130,000;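 further: 0% = DMSO and -100% = full killing by reference compound; nearly all actives have a fitted effect of over 55% in size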
#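 Viability by ATPlite luminescence after 24 h compound treatment (up to 46 uM) at the permissive 32C. Cells are H1299 carrying p53 A138V. Scale runs from DMSO basal to 100 uM tamoxifen as full kill; AC50 from Hill fits.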
# IkB sig inh: inhibitors of IkB signaling in ABC-DLBCL cells | Potency, µM (series often up to 57.1 µM), inactives show at the highest dose IkBa stabilization activation | hit rate 0.04% among 110,000 | ABC-DLBCL IkBa-CBG/CBR dual luciferase ratio, 4 h; response scale: scaled: untreated 0%, proteasome inhibitor 100% | AID 445; active means well fitted curve in the direction sought with a large enough effect in the signal ratio, not every such curve was filed as active; inconclusive means small, poorly fitted or top-dose-only effect, or a change in a side signal; the % refers to the signal ratio;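 further: the direction sought is a rising ratio; 0% = basal untreated cells and 100% = reference inhibitor full response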
#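 Curves were fitted separately to fusion (green), unfused (red) and ratio luminescence, then classed by r2, magnitude and activity. Cells: OCI-Ly3, 4 h compound plus doxycycline at 37C; 10 uM MG-132 defined full response.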
# Numbers without * were called inactive; ? = inconclusive; · = no result given; [ ] = another dose, or the depositor's remark. Unless noted, the call rests on the fitted dose curve; in most records, active means well fitted curve in the direction sought with a large enough effect; inconclusive means small, poorly fitted or top-dose-only effect, or another doubt; inactive means no such curve, though single readings can be large; an effect the other way counts as inactive or inconclusive. Unless noted, on the % scale 0 is the no-effect control and ±100 the full control effect; potency means the concentration at half of the fitted maximal effect.
SMILES	Peg3 imprint	p53ts 39C kill	p53ts 32C kill	IkB sig inh
Cc1cccc(-c2nc(C)c(CCNC(=O)C(=O)Nc3ccc(C)c(C)c3)s2)c1	-10%[10.9 µM]	-9%	5%	-1.5%
CN1CCSc2ccc(C(=O)NCc3ccccc3)cc21	-10%[10.9 µM]	-5%	-2%	3.4%
CCC[C@H](Sc1nc(N)nc2nc[nH]c12)C(=O)O	-1%[10.9 µM]	2%[9.22 µM]	4%[9.22 µM]	0.6%[11.4 µM]
Cc1c2cnn(CC(=O)Nc3cccc(C(F)(F)F)c3)c(=O)c2c(C)n1Cc1ccccc1Cl	-10%[10.9 µM]	-33%	-2%	1.2%
COc1ccc(S(=O)(=O)Nc2cccc(-c3ccc(N4CCCCCC4)nn3)c2)c(OC)c1	17%[10.9 µM]	-8%	-22%	-1.5%
CCOCCCn1c(=S)[nH]c2cc(C(=O)NCCOC)ccc2c1=O	-14%	5%	0%	-1.9%
CCCOC1(C(F)(F)F)NC(=O)N(c2cccc(Cl)c2)C1=O (configuration not stated)	-8%[10.9 µM]	3%	3%	-0.6%
CCCN1C(C(=O)c2ccccc2)=C(OC(=O)c2ccc(C)cc2)c2ccccc2S1(=O)=O	-11%[10.9 µM]	14%	17%	?
CN1CCN(c2ncnc3ccc(-c4ccoc4)cc23)CC1	?	-4%	7%	-5.9%[11.4 µM]
CCN(CCCNC(=O)c1ccc(Sc2ccc(F)cc2)c(NC(C)=O)c1)c1ccccc1	-11%[10.9 µM]	-18%	15%	?
COc1ccc(NCc2nc3ccccc3n2CCOc2ccc(C)cc2)cc1	-9%[10.9 µM]	?	7%	?
CN(C)CCN(Cc1ccco1)C(=O)c1oc2ccccc2c1NC(=O)c1cccc(F)c1	?	10µM*	-8%	-2.6%
CCOc1ccc(-c2c(C)nn3c(C)c(C(=O)NCc4ccc(C)o4)cnc23)cc1OCC	-12%[10.9 µM]	-6%	-3%	-2.0%
Oc1ccccc1-c1cc(C(F)(F)C(F)F)nc(-c2ccccc2)n1	-4%	10%	0%	3.5%
C/C=C/C=[N+](\[O-])C(C)/C(=N/O)c1ccc(F)cc1 (configuration not stated)	-7%	-13%	10%	0.5%
Cc1ccc(N2CCN(C(=O)N3CCCC3)CC2)cc1Cl	-19%	3%	-1%	-2.8%
Cc1cccc(N(C)S(=O)(=O)c2c(C(=O)N3CCCCCC3)c(C)n(C)c2C)c1	-5%[10.9 µM]	0%	1%	-0.4%
Cc1cccc2cc(CN(CC3CCCO3)C(=O)c3cccnc3)c3nnnn3c12 (configuration not stated)	·	1%	-6%	-2.1%
CSc1nc(NC2CCCC2)c([N+](=O)[O-])c(NC2CCCC2)n1	-9%	-7%	4%	-0.6%
Cc1ccc(C)c(NC(=O)C(=O)NCCc2csc(-c3cccc(F)c3)n2)c1	-7%[10.9 µM]	-25%	1%	1.9%
C/C=C(/C)C(=O)OC1c2c(ccc3ccc(=O)oc23)OC(C)(C)C1OC(C)=O (configuration not stated)	·	12%	32%[activator]	·
Cc1c(NC(=O)Nc2ccc3c(c2)OCO3)c(=O)n(-c2ccccc2)n1C	4%	7%	-5%	-0.3%
Cc1cc(Oc2ccc(-c3ccccc3)cc2)nc(N2CCOCC2)n1	-3%	-4%	5%	-0.8%
COc1ncc2ncc(=O)n(Cc3cccs3)c2n1	·	3%	10%	-1.0%[11.4 µM]
Cc1cc(C)nc(SCC(=O)Nc2ccc(Br)cn2)n1	-10%	8%	-2%	0.8%
Cc1nnc2c(N3CCN(c4ccccc4F)CC3)nc3ccc(C(=O)c4ccccc4)cc3n12	4%[10.9 µM]	15%	-3%	0.4%
Cc1nc2sccn2c(=O)c1S(=O)(=O)NCc1ccc(F)cc1	-4%[10.9 µM]	-9%	6%	-0.9%
O=C(Cn1c(=O)oc2cc(S(=O)(=O)N3CCCC3)ccc21)NC1CCCc2ccccc21 (configuration not stated)	-12%	1%	4%	-0.4%
COc1ccc(C2CC(=O)C3=C(C2)Nc2ncnn2C3c2ccccc2C)c(OC)c1 (configuration not stated)	-17%	28%	29%	0.2%
NC1=NC(c2ccc(F)cc2)n2c(nc3ccccc32)N1 (configuration not stated)	-21%	-8%	1%	-0.3%
COc1ccc(CCNC(=O)c2cnc3ccc(C)cn3c2=O)cc1	2%[10.9 µM]	13%	9%	-2.3%
COCC(=O)N1CCC2(CC1)CCN(c1ccc(-c3ccccc3)cc1)CC2	·	?	?	3.0%[11.4 µM]
CC(=O)N=C1SC2CS(=O)(=O)CC2N1c1ccccc1Cl (configuration not stated)	3%	9%	5%	-1.2%
Cc1cc(C)c(NC(=O)CN(C)S(=O)(=O)c2ccc3c(c2)c(=O)n(C)c(=O)n3C)c(C)c1	-4%[10.9 µM]	-13%	8%	1.0%
O=C(NCCN1CCc2ccccc2C1)Nc1ccc(F)cc1	-21%	0%	-1%	-1.0%
CCOC(=O)c1c(NC(=O)COc2ccc(Cl)cc2C)sc2c1CCCCC2	4%[10.9 µM]	7%	5%	?
CCS(=O)(=O)N1CCC(C(=O)NCc2ccc(F)cc2Cl)CC1	-8%	8%	9%	2.9%
O=C(C1CC(c2ccccc2O)=NO1)N1CCCC1 (configuration not stated)	-3%	-17%	-11%	-0.8%
COC(=O)[C@@]1(Cc2ccc(OC)cc2)[C@H]2c3cc(C(=O)N4CCCC4)n(CCF)c3C[C@H]2CN1C(=O)c1ccccc1	-12%	-10%	9%	·
O=C(C1CCC(CNS(=O)(=O)c2ccc(Br)s2)CC1)N1CCN(c2ccccc2)CC1 (configuration not stated)	-6%[10.9 µM]	-7%	-1%	?
COc1cc(NC(=O)C2CCN(S(=O)(=O)Cc3ccccc3)CC2)c(OC)cc1Cl	-5%[10.9 µM]	0%	-1%	3.3%
COc1ccc(S(=O)(=O)N2CCC(N3CCN(Cc4ccccc4)C(=O)C3=O)CC2)cc1	4%[10.9 µM]	-6%	2%	-0.7%
CC(C)n1c(N2CCN(C(=O)NCc3ccccc3)CC2)nc2ccccc21	-8%	10%	-5%	2.2%
Cc1ccc2nsnc2c1S(=O)(=O)NCc1ccc2c(c1)OCO2	-1%	2%	-12%	0.1%
Cn1c(N)c(C(=O)COC(=O)c2cc(C3CC3)nc3ccccc23)c(=O)n(C)c1=O	-6%	-20%	-4%	·
COc1ccc(OC(C)C(=O)Nc2cccc(OC)c2)cc1 (configuration not stated)	-4%	1%	-3%	2.9%
O=c1cc(-c2ccc(F)cc2)nc(SCc2nc(-c3cccc(C(F)(F)F)c3)no2)[nH]1	16%[10.9 µM]	-5%	9%	?
CCOC(=O)N1CCN(C(=O)c2ccccc2-c2ccccc2)CC1	-27%	13%	16%	-2.8%
Cc1nc2[nH]onc2c2nccc(=O)c12	-26%	19%	19%	0.5%
CCCn1c(CCC(=O)Nc2cc(OC)cc(OC)c2)nc2cccnc21	-9%[10.9 µM]	8%	1%	0.6%

# Following part
SMILES	Peg3 imprint	p53ts 39C kill	p53ts 32C kill	IkB sig inh
CCOC(=O)CSc1nnc(-c2ccccc2OC)o1	-5%	13%	-2%	-4.3%
O=C(CN1C(=O)c2ccccc2C1=O)Nc1ccccc1C(=O)NC1CCCCCC1	·	10%	19%	·
CC1=C(c2ccc(C)c(C)c2)S(=O)(=O)N(Cc2ccc(C(=O)NCc3ccc(C)cc3)cc2)C1=O	5%[10.9 µM]	2%	6%	-2.2%
COc1ccc(-n2nc3c(N4CCC(C(=O)NC5CCCCC5)CC4)nnc(C)c3c2C)cc1	10%[10.9 µM]	16%	1%	?
Cc1nn(Cc2ccc(F)cc2)c(C)c1NC(=O)c1cnn2cccnc12	-16%	11%	8%	0.1%
Cc1ccc2c(CC(=O)Nc3ccc(S(=O)(=O)N4CCCCC4C)cc3)coc2c1 (configuration not stated)	-7%[10.9 µM]	-17%	25%	-1.1%
CCOc1nc(-c2ccc(OC)cc2)ccc1-c1noc(-c2ccncc2)n1	-6%	6%	3%	1.1%
O=C(CSCc1ccccc1Cl)N1CCN(c2ccccn2)CC1	-10%	10%	-12%	-0.1%
CCOC(=O)C(C)Oc1cccc2c(=O)n(CC(=O)Nc3ccc4c(c3)OCCO4)ccc12 (configuration not stated)	-5%	23%	4%	-2.1%
Cc1cc2nc(C3CCN(CC4COc5ccccc5O4)CC3)[nH]c2cc1C (configuration not stated)	-23%	-16%	-9%	?
COc1cccc(Cn2c(=O)c(-c3ccccc3)nc3cnc(N4CCNCC4)nc32)c1	-19%	-19%	-4%	-1.8%[11.4 µM]
CCCc1nc(SCC(=O)Nc2ccccc2OC)c2c(=O)n(C)c(=O)n(C)c2n1	-6%	1%	-4%	0.2%
CCOC(=O)Cn1c(=O)c2c(nc(Br)n2Cc2ccccc2Cl)n(C)c1=O	·	-16%	3%	·
Cc1nc(-c2ccc(F)cc2)sc1CCNC(=O)Cc1ccc(F)cc1	-12%[10.9 µM]	-16%	8%	?
O=C(CSc1nnc(-c2ccco2)n1Cc1ccccc1)NC(=O)NCc1ccco1	-10%	6%	-3%	1.3%
COC(=O)C1C2C=CC3(CN(c4ccc(Cl)c(F)c4)C(=O)C13)O2 (configuration not stated)	0%	5%	0%	-0.8%
COc1ccc(CCNC(=O)c2ccc3c(c2)N(Cc2ccc(F)cc2)C(=O)CS3)cc1OC	-16%[10.9 µM]	32%[activator]	9%	0.4%
O=C(N=C1c2ccccc2CN1c1ccc(F)cc1)c1ccc(Cl)nc1	·	5%	-1%	·
COc1ccccc1N(CC(=O)NCCSc1ccccc1)S(=O)(=O)c1ccc(C)cc1	-11%[10.9 µM]	-4%	-2%	?
O=C(CSc1nnnn1-c1ccc2c(c1)OCCO2)OC1CCCCC1	-13%	-7%	-3%	2.5%

# Entries of single compounds as entered above. Values in the order: Peg3 imprint | p53ts 39C kill | p53ts 32C kill | IkB sig inh
# `CC(=O)N=C1SC2CS(=O)(=O)CC2N1c1ccccc1Cl` (configuration not stated) reads 3% | 9% | 5% | -1.2%
# `CCCOC1(C(F)(F)F)NC(=O)N(c2cccc(Cl)c2)C1=O` (configuration not stated) reads -8%[10.9 µM] | 3% | 3% | -0.6%

# (list continues)
SMILES	Peg3 imprint	p53ts 39C kill	p53ts 32C kill	IkB sig inh
Cc1cc(OCC(=O)N2CCCC2)ccc1Cl	-7%	1%	0%	1.4%
CCOC(=O)c1[nH]c2c(c1Cc1ccccc1)C(=O)CC(c1ccc(Cl)cc1)C2 (configuration not stated)	-7%[10.9 µM]	11%	7%	?
OCCN(Cc1ccccc1)Cc1ccccc1F	5%	-11%	-11%	1.2%
Cc1nn(-c2ccc(F)cc2)c(-n2cccc2)c1C(=O)N1CCN(c2ccccc2F)CC1	-3%[10.9 µM]	3%	21%	-1.8%
COc1ccc(N(CC(=O)Nc2cccc(C(C)=O)c2)S(=O)(=O)c2ccccc2)c(OC)c1	-5%[10.9 µM]	9%	10%	?
O=C(O)c1cn(-c2ccccc2)nc1-c1ccncc1	-3%	11%	8%	-0.2%

# Of the compounds above, ten have an aryl thioether with sulfur outside any ring:
SMILES	Peg3 imprint	p53ts 39C kill	p53ts 32C kill	IkB sig inh
CCC[C@H](Sc1nc(N)nc2nc[nH]c12)C(=O)O	-1%[10.9 µM]	2%[9.22 µM]	4%[9.22 µM]	0.6%[11.4 µM]
CCN(CCCNC(=O)c1ccc(Sc2ccc(F)cc2)c(NC(C)=O)c1)c1ccccc1	-11%[10.9 µM]	-18%	15%	?
CSc1nc(NC2CCCC2)c([N+](=O)[O-])c(NC2CCCC2)n1	-9%	-7%	4%	-0.6%
Cc1cc(C)nc(SCC(=O)Nc2ccc(Br)cn2)n1	-10%	8%	-2%	0.8%
O=c1cc(-c2ccc(F)cc2)nc(SCc2nc(-c3cccc(C(F)(F)F)c3)no2)[nH]1	16%[10.9 µM]	-5%	9%	?
CCOC(=O)CSc1nnc(-c2ccccc2OC)o1	-5%	13%	-2%	-4.3%
CCCc1nc(SCC(=O)Nc2ccccc2OC)c2c(=O)n(C)c(=O)n(C)c2n1	-6%	1%	-4%	0.2%
O=C(CSc1nnc(-c2ccco2)n1Cc1ccccc1)NC(=O)NCc1ccco1	-10%	6%	-3%	1.3%
COc1ccccc1N(CC(=O)NCCSc1ccccc1)S(=O)(=O)c1ccc(C)cc1	-11%[10.9 µM]	-4%	-2%	?
O=C(CSc1nnnn1-c1ccc2c(c1)OCCO2)OC1CCCCC1	-13%	-7%	-3%	2.5%

# Rows are unselected; 1.7% or so of the library scored in one or more.
